Compound activity from PubChem.
AT treatment – qHTS Assay for Identifying a Potential Treatment of Ataxia-Telangiectasia; Potency, µM (highest dose often 57.5 µM), for inactives: at the top dose activation, most hits filed as activators; […] A-T fibroblasts, KAP-1 phosphorylation AlphaLISA; neocarzinostatin DNA damage 30 min before lysis; AID 485349, 2010; actives 0.19% (n = 320,000); also: potency is read from the fitted curve at half-maximal effect; % of control where 0% means no effect; nearly all actives have a fitted effect of over 45% in size
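hTERT-immortalized A-T patient fibroblasts ([…]), 500 cells/well in OPTI-MEM, 1% FBS, got compounds for 60 min, then NCS for 30 min at 37C. Lysates were then assayed for phospho-KAP-1 by AlphaLISA (anti-pKAP1 donor, anti-KAP1 acceptor beads), 6 hr at 25C.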
TSHR antagonist – Antagonists of the Thyroid Stimulating Hormone Receptor: HTS campaign | actives 0.2% (n = 330,000) | Thyrotropin receptor (Homo sapiens), P16473 | activity change, negative = inhibition, % at 11.5 µM | TSHR-expressing cells, TSH-stimulated cAMP HTRF, 2 h; hits give low values;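 active = activity change below a set negative limit, meaning inhibition stronger than a set level, cut at about -70% in these data; inconclusive = activity change between two set negative limits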; also: % is scaled to controls: 0 for no effect and ±100 for the full control effect
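TSHR-expressing cells, 200/well, pre-treated with compound, then stimulated with EC80 TSH (4nM final) for 2 hours at 37 deg C. cAMP measured by competitive HTRF: anti-cAMP cryptate antibody in lysis buffer plus cAMP-d2, read after 30 minutes at room temperature.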
TCR activator – Activators of T cell receptors: qHTS campaign | primary human leukocytes, anti-CD3, IL-2 HTRF, 48 h | AID 504894, 2011 | 330,000 tested, under 10 active | Potency, µM (series often up to 9.22 µM), inactives show at the highest dose activation of IL-2 secretion, hits mostly activators; also: % of control where 0% means no effect
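Compounds are tested in HTS on primary human leukocytes co-incubated with a-CD3 beads for 48 hr. IL-2 output is measured by time-resolved FRET.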
CXXC DNA block – qHTS Fluorescence Polarization Assay for Inhibitors of MLL CXXC domain - DNA interaction | actives 0.037% (n = 290,000) | Potency, µM (series often up to 115 µM), for inactives: at the highest dose activity change, negative = inhibition, most hits filed as inhibitors | MLL-CXXC / FITC-HOXA9 DNA fluorescence polarization | AID 2662, 2010 | Histone-lysine N-methyltransferase 2A (Homo sapiens), Q03164; active = well fitted inhibition curve with a large enough effect in the polarisation, with a control signal flat, not every such curve was filed as active; inconclusive = small, poorly fitted or top-dose-only effect, or effect the other way, or a change in a side signal; inactive = no such curve, though single readings can be large or run the other way; the % refers to the polarisation; also: potency is read from the fitted curve at half-maximal effect
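Steps: dispense CXXC domain solution (7 uM) → pin compounds or unlabeled HOX-A9 DNA control → 5 min ambient → add FLSN-HOX-A9 solution (50 nM) → spin → 30 min ambient → fluorescence polarization. Tris pH 7.5/NaCl/DTT/BSA buffer.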
Giardia kill – Small Molecules that selectively kill Giardia lamblia: qHTS; Giardia lamblia trophozoite viability; activity change, % at 7.66 µM, hits read low; actives 0.15% (n = 340,000); in the data active = activity change below about -80%; inconclusive = between about -30% and that limit;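 also: parasites exposed to compound for two days anaerobically before the ATP read; % is scaled to controls: 0 for no effect and ±100 for the full control effect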
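Viability, read as ATP luminescence: trophozoites at 100 cells/well, compound added, 48 hrs anaerobic at 37 deg C, then 15-30 min room-temperature development before reading.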
BCR signal inh – qHTS Assay to Find Inhibitors of Chronic Active B-Cell Receptor Signaling | actives 0.05% (n = 340,000) | ABC-DLBCL IkBa-CBG/CBR reporter, luminescence ratio, 4 h | AID 493014, 2011 | Potency, µM (titrated, usually from 46.1 µM), for the others: at the top dose ratio change, negative = lower green/red ratio, hits mostly inhibitors; active = well fitted inhibition curve with a large enough effect in the signal ratio, with a control signal flat, not every such curve was filed as active; inconclusive = small, poorly fitted or top-dose-only effect, or effect the other way, or a change in a side signal; the % refers to the signal ratio;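 also: potency is read from the fitted curve at half-maximal effect; plate controls were basal doxycycline-induced cells for no effect and cells given 10 µM MG132 for full effect; MG132 reads +100%, hits lower the ratio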
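Compounds up to 46 uM were incubated four hours with TMD8 cells whose green CBG68 luciferase is fused to IkappaBalpha; red CBR luminescence normalised the signal, and concentration-effect curves were fitted to fusion, red and ratio data.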
GALK inhibitor – qHTS Assay for Inhibitors of Human Galactokinase (GALK). actives 0.007% (n = 270,000). Purified GALK, Kinase-Glo residual ATP luminescence. AID 1868, 2009. Potency, µM (doses to about 57.5 µM), for inactives: at the highest dose activity change, negative = inhibition, hits mostly inhibitors; also: potency is read from the fitted curve at half-maximal effect; % is scaled to controls: 0 for no effect and ±100 for the full control effect
Target sequence (P51570 whole entry, looked up): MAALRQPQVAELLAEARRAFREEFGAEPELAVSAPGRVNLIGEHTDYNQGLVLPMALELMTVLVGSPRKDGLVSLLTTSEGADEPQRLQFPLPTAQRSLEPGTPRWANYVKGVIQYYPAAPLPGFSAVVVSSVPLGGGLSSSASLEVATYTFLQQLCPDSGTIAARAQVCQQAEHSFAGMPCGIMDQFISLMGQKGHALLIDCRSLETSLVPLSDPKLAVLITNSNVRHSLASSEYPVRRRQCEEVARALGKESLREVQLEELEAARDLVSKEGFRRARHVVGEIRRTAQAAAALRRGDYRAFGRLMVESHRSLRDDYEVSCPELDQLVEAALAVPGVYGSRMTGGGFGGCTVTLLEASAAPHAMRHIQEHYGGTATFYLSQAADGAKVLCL
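The enzyme phosphorylates galactose (100 uM) using ATP (35 uM); inhibition is detected as higher residual ATP, quantified by bioluminescence after 1 h reaction at room temperature, pH 8.0.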
Tb PFK block – qHTS Assay to Find Inhibitors of T. brucei phosphofructokinase; ATP-dependent 6-phosphofructokinase (Trypanosoma brucei brucei), O15648; actives 0.17% (n = 330,000); T. brucei PFK, ADP-Glo luminescence; Potency, µM (titrated, usually from 57.5 µM), for the others: top-dose activity, negative = inhibition, most hits filed as inhibitors;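 also: potency is read from the fitted curve at half-maximal effect; 0% = uninhibited 1x PFK enzyme wells and -100% = no-enzyme wells; nearly all actives have a fitted effect of over 60% in size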
Target sequence (O15648 whole entry, looked up): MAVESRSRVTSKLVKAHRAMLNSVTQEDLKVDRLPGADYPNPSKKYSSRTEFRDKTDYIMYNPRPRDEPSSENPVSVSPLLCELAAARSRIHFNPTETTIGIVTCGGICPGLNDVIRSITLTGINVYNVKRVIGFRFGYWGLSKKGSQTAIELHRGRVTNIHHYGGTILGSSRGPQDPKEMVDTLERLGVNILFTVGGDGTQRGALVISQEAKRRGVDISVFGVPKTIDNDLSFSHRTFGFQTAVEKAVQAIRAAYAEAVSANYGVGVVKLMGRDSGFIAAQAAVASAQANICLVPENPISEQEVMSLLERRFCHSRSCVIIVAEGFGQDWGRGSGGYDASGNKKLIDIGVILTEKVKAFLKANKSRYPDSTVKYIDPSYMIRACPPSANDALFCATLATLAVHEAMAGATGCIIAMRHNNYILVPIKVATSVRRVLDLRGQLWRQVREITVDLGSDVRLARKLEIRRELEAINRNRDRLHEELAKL
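Compounds were pin-transferred as a titration series up to 57 uM into substrate buffer (0.5 mM F6P, 0.1 mM ATP, pH 8.0), then 1.25 nM PFK was added and reactions ran 45 min before ADP-Glo detection.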
hERG WT inh – qHTS for Inhibitors of KCHN2 3.1: Wildtype qHTS | activity change, % at 1.84 µM | Voltage-gated inwardly rectifying potassium channel KCNH2 (Homo sapiens), Q12809 | actives 0.37% (n = 340,000) | AID 720551, 2013 | U2OS, BacMam KCNH2, thallium flux FluxOr; hits give low values;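 active = maximum activity change below -70%; inconclusive = maximum activity change between -70% and -50%; inactive = maximum activity change above -50%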; also: % is scaled to controls: 0 for no effect and ±100 for the full control effect
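U2OS cells were transduced with wild-type KCNH2 virus (2.03 x 10^8 / mL) for 4 h at room temperature, then cultured overnight at 37 C. Thallium flux was read with FluxOr dye. Rate constants were normalized to DMSO controls.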
Coupling enz – qHTS Assay for Inhibitors of Fructose-1,6-bisphosphate Aldolase from Giardia Lamblia: Coupling assay counterscreen | coupling enzyme system counterscreen, AmpLite Red fluorescence | activity change, negative = inhibition, % at 58.2 µM, hits read low | actives 0.67% (n = 290,000) | AID 2472, 2010; in the data active = activity change below about -30%; also: % is scaled to controls: 0 for no effect and ±100 for the full control effect
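Final compound at 57.5 uM, incubated 10 min at RT with coupling enzyme reagent (glyceraldehyde-3-phosphate), then 20 min with substrate and AmpLite Red detection. Fluorescence read at 525/598 nm; tests interference with the coupling assay, not aldolase inhibition.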
* marks the source's active call; other numbers are inactive results; [ ] = another dose, or the depositor's remark. Unless noted, calls follow the shape of the dose curve; as a rule, active = well fitted curve in the direction sought with a large enough effect; inconclusive = small, poorly fitted or top-dose-only effect, or another doubt; inactive = no such curve, though single readings can be large; an effect the other way counts as inactive or inconclusive.

For O=C(CN(Cc1ccccc1)C(=O)CCl)c1cccc(Br)c1 the results were AT treatment 15%, TSHR antagonist -1, TCR activator -7%, Giardia kill -3, BCR signal inh inconclusive, Tb PFK block 5% and hERG WT inh 0.
For CCOc1ccc(-c2nc(CSc3nnc(C)s3)cs2)cc1OC the results were AT treatment -1%, TSHR antagonist -1, TCR activator -6%, CXXC DNA block -6%, Giardia kill -19, BCR signal inh inconclusive, GALK inhibitor 0%, Tb PFK block -4%, hERG WT inh 1 and Coupling enz -3.
`CCOC(=O)CCC(=O)N(CCN(C(=O)CCC(=O)OCC)c1ccccc1)c1ccccc1` gave AT treatment 3%, TSHR antagonist 7, TCR activator -1%[46.1 µM], CXXC DNA block 8%, Giardia kill -13, BCR signal inh 1%, GALK inhibitor 1%, Tb PFK block 4%, hERG WT inh 4 and Coupling enz 1.
Cc1cc2ccccn2c1C(=O)c1ccc(NN)c([N+](=O)[O-])c1 was read as AT treatment -17%, TSHR antagonist -10, TCR activator 5%, CXXC DNA block -2%, Giardia kill 1, BCR signal inh inconclusive, GALK inhibitor -2%, Tb PFK block 9%, hERG WT inh 0 and Coupling enz -4.
`O=S(=O)(NCCOCC(F)(F)C(F)F)c1ccc2oc3ccccc3c2c1` gave AT treatment 0%, TSHR antagonist -13, TCR activator -12%, CXXC DNA block -10%, Giardia kill 5, BCR signal inh -2%, GALK inhibitor -2%, Tb PFK block -4%, hERG WT inh 3 and Coupling enz -2.
COc1ccc(OCCCC(=O)Nc2ccc(N3CCOCC3)cc2)cc1 was read as AT treatment 5%, TSHR antagonist -9, TCR activator -5%, CXXC DNA block -14%, Giardia kill 15, BCR signal inh -14%, GALK inhibitor -3%, Tb PFK block 0%, hERG WT inh 4 and Coupling enz 0.
For CN(Cc1ccc(OC(F)F)cc1)Cc1nc2c(Br)cc(Br)cc2c(=O)[nH]1 the results were AT treatment -7%, TSHR antagonist 9, TCR activator -23%, CXXC DNA block -4%, Giardia kill 3, BCR signal inh inconclusive, GALK inhibitor 0%, Tb PFK block 2%, hERG WT inh 5 and Coupling enz 1.
Screening O=C(NCc1ccccc1C(F)(F)F)C1CC(c2ccc(C(F)(F)F)cc2)=NO1 (stereo not drawn) returned AT treatment -3%, TSHR antagonist -11, TCR activator -6%, CXXC DNA block 5%, Giardia kill 0, BCR signal inh 6%, GALK inhibitor -3%, Tb PFK block -4%, hERG WT inh -6 and Coupling enz -3.
Screening CSc1ccc(-c2nnn(Cc3ccc(Br)cc3)n2)cc1 returned AT treatment 3%, TSHR antagonist -22, TCR activator -6%, CXXC DNA block -13%, Giardia kill 15, BCR signal inh inconclusive, GALK inhibitor -1%, Tb PFK block -6%, hERG WT inh -4 and Coupling enz 1.
Screening COc1ccc(CC(=O)NCC2(c3ccc(OC)c(OC)c3)CCCC2)cc1 returned AT treatment 3%, TSHR antagonist 1, TCR activator -167%, CXXC DNA block -3%, Giardia kill -5, BCR signal inh -16%, GALK inhibitor 1%, Tb PFK block 6%, hERG WT inh 0 and Coupling enz 6.
Screening CN1CCN(C(=S)Nc2ccc(Oc3ccccc3)cc2)CC1 returned AT treatment 4%, TSHR antagonist 6, TCR activator 10%, CXXC DNA block 11%, Giardia kill -3, BCR signal inh -3%, GALK inhibitor 6%, Tb PFK block -3%, hERG WT inh -4 and Coupling enz 0.
`O=C(O)C1Nc2c(C(=O)N3CCOCC3)cccc2C2C=CCC12` (stereo not drawn) gave AT treatment 4%, TSHR antagonist 7, TCR activator 4%, CXXC DNA block -24%, Giardia kill -10, BCR signal inh -1%, GALK inhibitor 2%, Tb PFK block -27%, hERG WT inh -30 and Coupling enz -34*.
O=C(/C=C/c1ccc(Br)cc1)N1CCN(c2cccc(C(F)(F)F)c2)CC1 was read as AT treatment 7%, TSHR antagonist -38, TCR activator -2%[46.1 µM], CXXC DNA block 13%, Giardia kill 2, BCR signal inh -17%, GALK inhibitor -4%, Tb PFK block 3%, hERG WT inh -11 and Coupling enz 0.
For CC(=O)N1c2ccc(S(=O)(=O)NCCC(=O)N3CCCC(C)C3)cc2CC1C (stereo not drawn) the results were AT treatment -9%, TSHR antagonist 8, TCR activator 4%, CXXC DNA block 5%, Giardia kill 16, BCR signal inh -14%, GALK inhibitor 9%, Tb PFK block -1%, hERG WT inh -8 and Coupling enz 2.
`Cc1ccc2nsnc2c1S(=O)(=O)N(Cc1ccco1)Cc1cc2cccc(C)c2[nH]c1=O` gave AT treatment 1%, TSHR antagonist -7, TCR activator 3%, CXXC DNA block 11%, Giardia kill 0, BCR signal inh inconclusive, GALK inhibitor 3%, Tb PFK block -4%, hERG WT inh 3 and Coupling enz 0.
CCCCN(C(=O)CCC(=O)Nc1cc(C)on1)C(C(=O)NC1CCCC1)c1ccccc1C (stereo not drawn) was read as AT treatment 1%, TSHR antagonist 5, TCR activator 0%, CXXC DNA block -4%, Giardia kill 1, BCR signal inh 5%, GALK inhibitor 8%, Tb PFK block -1%, hERG WT inh -26 and Coupling enz 0.
For COc1ccc(-c2csc(NC(=O)CS(=O)(=O)c3ccc(F)cc3)n2)cc1OC the results were AT treatment -2%, TSHR antagonist -6, TCR activator -4%, Giardia kill -14, BCR signal inh -6%, Tb PFK block 1% and hERG WT inh 8.
N#Cc1c(C(F)(F)F)cc(-c2ccc(F)cc2)[nH]c1=O was read as AT treatment 18%, TSHR antagonist 33, TCR activator -9%, CXXC DNA block inconclusive, Giardia kill 10, BCR signal inh -1%, GALK inhibitor -1%, Tb PFK block 2%, hERG WT inh -1 and Coupling enz -3.
Cc1ccc(NC(=O)/C(C#N)=C/c2cccs2)c(C)c1 was read as AT treatment -5%, TSHR antagonist -1, TCR activator -5%, CXXC DNA block -1%, Giardia kill -10, BCR signal inh inconclusive, GALK inhibitor 3%, Tb PFK block -5%, hERG WT inh 8 and Coupling enz 3.
`CC(=O)c1ccc(OCCCN2CCCCC2)cc1` gave AT treatment -3%, TSHR antagonist 6, TCR activator 2%, CXXC DNA block -12%, Giardia kill -6, BCR signal inh 0%, GALK inhibitor 1%, Tb PFK block -4%, hERG WT inh 1 and Coupling enz 1.
`Cc1ccc(C(=O)NC(=S)N2CCN(c3cc(C)ccc3C)CC2)cc1` gave AT treatment 16%, TSHR antagonist -8, TCR activator -2%, CXXC DNA block -7%, Giardia kill -7, BCR signal inh inconclusive, GALK inhibitor 2%, Tb PFK block -3% and hERG WT inh -9.
`CC1C(=O)Nc2ccc(S(=O)(=O)N3CCN(c4cccc(Cl)c4)CC3)cc2NC1=O` (stereo not drawn) gave AT treatment 4%, TSHR antagonist 4, TCR activator -1%, Giardia kill 9, BCR signal inh inconclusive, Tb PFK block -9%, hERG WT inh 14 and Coupling enz 1.
COCCCNC(=O)C[C@H]1C[C@H](C(=O)N2CCCCC2)[C@@]2(C)c3[nH]c4ccc(Cl)cc4c3CCN2C1=O was read as AT treatment -2%, TSHR antagonist 30, TCR activator 6%[46.1 µM], Giardia kill 5, BCR signal inh inconclusive, Tb PFK block -19% and hERG WT inh -7.
`Cc1cc(C)c(OCCCCN2CCNCC2)c(C)c1` gave AT treatment 5%, TSHR antagonist -6, TCR activator 5%, CXXC DNA block 0%, Giardia kill -3, BCR signal inh 1%, GALK inhibitor 3%, Tb PFK block 4%, hERG WT inh 6 and Coupling enz 0.
COc1ccc(/C=N/NC(=O)CC(=O)NCc2cccnc2)cc1 was read as AT treatment -3%, TSHR antagonist 31, TCR activator -3%, CXXC DNA block -8%, Giardia kill 0, BCR signal inh 11%, GALK inhibitor -3%, Tb PFK block -3%, hERG WT inh -1 and Coupling enz -2.
For CCOC(=O)c1[nH]c2ccc(OC)cc2c1NC(=S)N1CCN(C(=O)OCC)CC1 the results were AT treatment -3%, TSHR antagonist 9, TCR activator -2%, CXXC DNA block -6%, Giardia kill 2, BCR signal inh -25%, GALK inhibitor 3%, Tb PFK block -2%, hERG WT inh 14 and Coupling enz -5.
